PI4K2A block: inhibitors of human PI4K2A; Q9BTU6; purified PI4K2A, ADP-Glo luminescence, 1 h; stronger effect = lower value; activity change, negative = inhibition, % at 76.9 µM; hit rate 0.13% among 420,000; AID 1346378; in the data active = activity change below about -50%; inconclusive = mostly about -30% to -49%;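 note: -100% = wells without enzyme as full effect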
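Compounds are screened against recombinant PI4K2A using PI as substrate and ATP, the latter dispensed at 300 microM. Reactions run one hour at ambient temperature before ADP-Glo detection; full inhibition defined by wells lacking enzyme.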
TrxR1 inh: blocks rat thioredoxin reductase 1; O89049; recombinant rTrxR1, NADPH fluorescence consumption, selenite substrate; Potency, µM (doses to about 114 µM), for the others: at the top dose activity change, negative = inhibition, usual class: inhibitors; hit rate 1% among 390,000; AID 588453; note: potency is the fitted concentration of half-maximal effect; % is set by controls: 0 for no effect and ±100 for the full control effect; nearly all actives have a fitted effect of over 65% in size
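Rat TrxR1 (90 nM in the dispensed reagent) was pre-reduced with 400 uM NADPH for 5 min at room temperature, then incubated with compound for 15 min. After 400 uM selenite was added, NADPH fluorescence (Ex 340/Em 450 nm) was followed for 8 min.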
TrxR1 substrate: substrates of rat thioredoxin reductase 1; Potency, µM (doses to about 114 µM), for the others: top-dose activity change, negative = substrate turnover; hit rate 0.01% among 390,000; O89049; AID 588456; purified TrxR1 substrate turnover, NADPH consumption readout; note: potency is the fitted concentration of half-maximal effect; % is set by controls: 0 for no effect and ±100 for the full control effect; nearly all actives have a fitted effect of over 50% in size
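Rat TrxR1, dispensed at 90 nM, was prereduced with 400 uM NADPH (final) for 5 min at ~22 deg C, then incubated with compound 15 min before 400 uM selenite. A first-read NADPH fluorescence drop versus no-compound background flagged substrates.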
USP1-UAF1 inh: blocks the human USP1/UAF1 deubiquitinase complex. recombinant USP1/UAF1, Ub-Rhodamine cleavage fluorescence. Potency, µM (titrated, usually from 57.1 µM), for inactives: top-dose activity change, negative = inhibition, hits mostly inhibitors. hit rate 0.23% among 390,000. AID 743255; note: potency is the fitted concentration of half-maximal effect; % is set by controls: 0 for no effect and ±100 for the full control effect; nearly all actives have a fitted effect of over 60% in size; inactives centre near -12
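USP1/UAF1 complex at 1 nM was preincubated with compound for 15 min at room temperature, then Ub-Rho substrate (150nM final) was added. Fluorescence (480/540 nm) was read kinetically, 6 reads every 60 seconds.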
D2 antag: D2 dopamine receptor (human) antagonism; P14416; HEK293 TREx D2 cells, calcium flux, dopamine EC80; inhibition, % at 10 µM; hit rate 2% among 340,000; AID 485344; in the data active = inhibition above about 30%; note: 0% is about no effect
Target sequence (P14416 whole entry, looked up): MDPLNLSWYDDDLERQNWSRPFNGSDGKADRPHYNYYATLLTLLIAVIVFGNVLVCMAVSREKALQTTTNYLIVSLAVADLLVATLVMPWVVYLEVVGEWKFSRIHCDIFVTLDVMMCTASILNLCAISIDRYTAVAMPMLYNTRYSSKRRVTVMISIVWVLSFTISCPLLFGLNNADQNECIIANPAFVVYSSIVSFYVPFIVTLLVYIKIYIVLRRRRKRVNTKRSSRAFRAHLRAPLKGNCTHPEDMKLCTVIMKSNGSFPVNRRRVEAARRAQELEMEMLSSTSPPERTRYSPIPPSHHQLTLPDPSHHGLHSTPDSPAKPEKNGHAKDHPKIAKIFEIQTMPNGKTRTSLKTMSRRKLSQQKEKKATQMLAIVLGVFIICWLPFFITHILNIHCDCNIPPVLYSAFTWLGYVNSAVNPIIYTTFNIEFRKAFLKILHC
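HEK293 T-REx D2 cells, tet-induced, calcium dye no-wash. Cpd pintool add, 180 s kinetic, then EC80 DA, 180 s kinetic. Ca flux read.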
TRHR PAM: allosteric enhancers of human TRH receptor; P34981; TRHR cells, fluo-8 calcium fluorescence, EC20 TRH enhancement; enhancement, % at 2 µM; hit rate 0.66% among 360,000; AID 493056; in the data active = enhancement above about 30%; note: 0% is about no effect
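TRHR-expressing cells loaded with fluo-8 calcium dye were read kinetically (ex 480/em 530) during compound addition, then stimulated with an EC20 of TRH (10 nM final). Enhancement of the Gq-mediated intracellular calcium response was scored.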
TRHR ag: agonists of human TRH receptor; hit rate 0.18% among 360,000; AID 493084; TRHR cells, calcium flux fluo-8, FDSS agonist mode; activation, % at 2 µM; P34981; in the data active = activation above about 30%; note: 0% is about no effect
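Fluo-8-loaded TRHR cells; 10 s baseline, compound added, kinetic Ca2+ fluorescence read 1/s, agonist mode.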
IDH1 R132H inh: inhibitors of human mutant IDH1 R132H; IDH1-R132H enzyme, NADPH consumption, diaphorase/resazurin fluorescence; O75874; hit rate 0.093% among 390,000; Potency, µM (titrated, usually from 76.6 µM), for the others: top-dose activity change, negative = inhibition, usual class: inhibitors; note: potency is the fitted concentration of half-maximal effect; % is set by controls: 0 for no effect and ±100 for the full control effect; nearly all actives have a fitted effect of over 65% in size
Target sequence (O75874 whole entry R132H, stated change not applied): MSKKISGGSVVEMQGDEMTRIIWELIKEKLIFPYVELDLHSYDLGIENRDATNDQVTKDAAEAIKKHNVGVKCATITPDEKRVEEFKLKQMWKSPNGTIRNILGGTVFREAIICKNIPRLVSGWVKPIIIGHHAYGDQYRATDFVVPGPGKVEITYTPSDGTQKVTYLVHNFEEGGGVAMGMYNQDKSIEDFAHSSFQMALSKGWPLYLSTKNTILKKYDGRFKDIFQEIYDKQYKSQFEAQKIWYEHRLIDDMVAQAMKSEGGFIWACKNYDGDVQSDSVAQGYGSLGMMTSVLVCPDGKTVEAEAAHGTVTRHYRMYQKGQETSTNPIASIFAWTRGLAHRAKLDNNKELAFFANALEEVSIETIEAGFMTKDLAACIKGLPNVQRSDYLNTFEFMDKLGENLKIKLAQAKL
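IDH1-R132H (0.5 ug/mL) preincubated 30 min with compound, then NADPH (0.016 mM) and alpha-KG (2 mM) added; 80 min at RT, pH 7.5. Remaining NADPH coupled via diaphorase/resazurin to fluorescence (540/590 nm); concentration-response curves normalized to no-enzyme control.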
D2 agonist: D2 dopamine receptor (human) agonism. P14416. HEK293 T-REx D2 cells, calcium flux agonist mode. activation, % at 2 µM. hit rate 0.53% among 340,000. AID 485358;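 active = activation over 3 SD above normal in the single-dose calcium agonist read, cut at about 30% in these data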; note: 0% is about no effect
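In this primary screen, compounds producing a positive calcium signal within 180 s of addition to tetracycline-induced, force-coupled HEK293 Trex D2 cells are flagged; cells are dye-loaded with a no-wash calcium kit beforehand.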
* marks the source's active call; other numbers are inactive results; ? = inconclusive; · = no result given; [ ] = another dose, or the depositor's remark. Unless noted, calls come from the whole dose curve; as a rule, active = well fitted inhibition curve with a large enough effect; inconclusive = small, poorly fitted or top-dose-only effect; inactive = no such curve, though single readings can be large or run the other way.

SMILES	PI4K2A block	TrxR1 inh	TrxR1 substrate	USP1-UAF1 inh	D2 antag	TRHR PAM	TRHR ag	IDH1 R132H inh	D2 agonist
Cc1ccc(Cl)c(OCC(=O)N2CCc3ccccc3C2)c1	-25	16%	5%	-17%	2	61*	-0.4	7%	-1.7
CCOC(=O)c1sc(-n2[nH]c(C)cc2=O)nc1C	-3	16%	-12%	-3%	0	-8	-0.1	0%	0.3
C/C(=N\O)C(C)Oc1ccc(Cl)cc1 (stereo not given)	1	19%[57.1 µM]	4%[57.1 µM]	-27%	-4	-7	-0.3	8%	-0.2
CCN(CC)CCc1c(C)[nH]c(C(=O)OCc2ccccc2)c1C	-7	25%[57.1 µM]	10%	-15%	-19	26	0.8	4%	1.7
CC[n+]1ccc(C)c2cc(P(=O)(c3ccccc3)c3ccccc3)ccc21	-13	-5%[57.1 µM]	-2%[57.1 µM]	-27%	·	-1	0.7	-6%	·
Cc1ccc(C(=O)N2CCC(C(=O)NCc3ccco3)CC2)cc1	6	-4%	-1%	-12%	-19	-4	-0.2	-2%	0.6
CCOc1ccc(NC(=O)c2ccc(OCC3CCCO3)cc2)cc1S(=O)(=O)N(CC)CC (stereo not given)	-3	-7%	-8%	3%	21	-3	0.7	-4%	-0.3
O=C(c1ccccc1)N1N=C(c2ccc(F)cc2)CC1c1ccc(F)cc1 (stereo not given)	5	-14%	-12%	-13%	·	·	·	-5%	·
CC1CC(C)CN(S(=O)(=O)c2cccc3nsnc23)C1 (stereo not given)	-2	-15%	-15%	-14%	18	12	-0.8	-9%	-0.2
COc1ccc(Cl)cc1NC(=O)CSc1nnc(Cc2ccc(C)cc2)c(=O)[nH]1	0	12%	5%	-13%	-12	5	-0.1	-12%	-0.6
CNC(=O)c1cc(C(=O)c2ccc(F)cc2Cl)c[nH]1	3	0%	-4%	0%	-5	-5	0.7	7%	-0.1
CN(C)C(=O)c1cc(C(=O)c2ccccc2Br)c[nH]1	-1	-5%	-5%	-3%	12	-4	0.3	7%	-0.9
Cc1ccc(S(=O)(=O)N2C[C@@H]3[C@H]4CC[C@H](C4)[C@@H]3[C@@H](C)[C@@H]2c2cn(Cc3ccccc3)c3ncccc23)cc1	-4	36%[activator]	6%	-27%	·	·	·	8%	·
CN1CCN(c2sc(S(C)(=O)=O)nc2S(=O)(=O)c2ccc(Cl)cc2)CC1	-1	7%	-2%	-29%	3	-5	0.1	-4%	-0.7
O=[N+]([O-])c1cc(-c2nc(-c3ccncc3)no2)ccc1NCc1ccccc1	-8	17%	4%	-13%	·	-2	0.2	0%	-1.5
Cc1cc(NCc2ccco2)n2ncnc2n1	-2	12%	5%	-13%	·	2	-0.1	-2%	·
Nc1ccc2cc3ccccc3cc2c1	-5	1%	-1%	-18%	·	·	·	15%	·
Cc1ccc(CNc2oc(-c3cccs3)nc2C#N)cc1	1	116%[activator]	292%[activator]	-10%	-16	2	2.6	7%	0.5
CCC1(C)N=C(N)Nc2nc3cc(C)c(C)cc3n21 (stereo not given)	-5	8%	4%[57.1 µM]	-8%	35*	29	0.8	-5%	-0.6
CCOc1cc(NC(=S)Nc2ccc(Cl)cc2)c(OCC)cc1NC(C)=O	-23	-21%[57.1 µM]	4%[57.1 µM]	-4%	-3	8	0.5	3%	1.2

4 compounds out of the list, arranged by formula weight, descending.
SMILES	PI4K2A block	TrxR1 inh	TrxR1 substrate	USP1-UAF1 inh	D2 antag	TRHR PAM	TRHR ag	IDH1 R132H inh	D2 agonist
CCOc1cc(NC(=S)Nc2ccc(Cl)cc2)c(OCC)cc1NC(C)=O	-23	-21%[57.1 µM]	4%[57.1 µM]	-4%	-3	8	0.5	3%	1.2
O=[N+]([O-])c1cc(-c2nc(-c3ccncc3)no2)ccc1NCc1ccccc1	-8	17%	4%	-13%	·	-2	0.2	0%	-1.5
CN(C)C(=O)c1cc(C(=O)c2ccccc2Br)c[nH]1	-1	-5%	-5%	-3%	12	-4	0.3	7%	-0.9
CCC1(C)N=C(N)Nc2nc3cc(C)c(C)cc3n21 (stereo not given)	-5	8%	4%[57.1 µM]	-8%	35*	29	0.8	-5%	-0.6

Filtered by structure: the entries above containing fluorine
SMILES	PI4K2A block	TrxR1 inh	TrxR1 substrate	USP1-UAF1 inh	D2 antag	TRHR PAM	TRHR ag	IDH1 R132H inh	D2 agonist
O=C(c1ccccc1)N1N=C(c2ccc(F)cc2)CC1c1ccc(F)cc1 (stereo not given)	5	-14%	-12%	-13%	·	·	·	-5%	·
CNC(=O)c1cc(C(=O)c2ccc(F)cc2Cl)c[nH]1	3	0%	-4%	0%	-5	-5	0.7	7%	-0.1

The list continues.
SMILES	PI4K2A block	TrxR1 inh	TrxR1 substrate	USP1-UAF1 inh	D2 antag	TRHR PAM	TRHR ag	IDH1 R132H inh	D2 agonist
CC(C)[C@H](NC(=O)[C@@H]1Cc2ccccc2CN1C(=O)OC(C)(C)C)C(=O)NCc1ccco1	-18	0%	3%	-11%	11	-6	-0.7	7%	0.0
CCOC(=O)c1sc2ccccc2c1S(=O)(=O)N1CCN(c2cccc(C)c2)C(C)C1 (stereo not given)	-8	5%[57.1 µM]	-2%[57.1 µM]	?	·	-7	0.3	-18%	1.3
Cc1cc(C)c(NC(=O)CN2C(=O)NC(Cc3ccccc3)C2=O)c(C)c1 (stereo not given)	1	7%	-2%	-4%	-20	1	-0.3	1%	0.4
Oc1ccc(/C(Cc2ccc3ccccc3n2)=N\Nc2ccccc2)c(O)c1	-4	-36%	10%[57.1 µM]	?	-3	5	-0.6	6%	-1.0
Nc1ccc(C(=O)CC(=O)Nc2ccc(Cl)cc2)cc1	0	?	-7%	-5%	18	-3	0.2	3%	1.3
CC12CCC(C(=O)N3CCN(c4ncccn4)CC3)(c3nc4ccccc4nc31)C2(C)C (stereo not given)	4	10%[57.1 µM]	-8%	-16%	-6	-3	-0.4	-2%	0.1
O=C(CN1C(=O)S/C(=C\c2ccc(F)cc2)C1=O)NCCCn1ccnc1	-4	-3%	-4%	-20%	1	0	0.6	-2%	0.9
O=C(c1ccc(-c2cccc([N+](=O)[O-])c2)o1)N1CCN(c2ccc([N+](=O)[O-])cc2)CC1	-4	-5%	-4%	-5%	6	-1	-0.2	-2%	-0.2
CC1(C)CC(=O)C2=C(C1)NC(=O)CC2c1ccccc1F (stereo not given)	10	19%[57.1 µM]	13%[57.1 µM]	4%	-16	-6	0.4	9%	0.4
Cc1nc2sc(C)c(C)n2c(=O)c1S(=O)(=O)N1CCN(c2ccccc2F)CC1	3	27%	10%	?	·	35*	0.0	-8%	-0.8
COCCCNC(=O)CNC(=S)N(Cc1ccc(F)cc1)C1CCCCC1	-4	11%	8%	-11%	-6	1	0.1	1%	-0.3
N#Cc1c2c(c(=S)n(-c3ccccc3)c1N)CCCC2	-4	-31%[57.1 µM]	-26%[57.1 µM]	?	-11	3	0.8	7%	1.4
COCCCNC(=O)CSc1nc2ccc(N3CCOCC3)cc2c(=O)n1CCc1ccccc1	-1	-18%	18%	-10%	·	·	·	10%	·
Cc1ccc(C)c(NC2=C(Cl)C(=O)OC2OC(C)C)c1 (stereo not given)	5	16%	-2%	-12%	0	6	-0.8	0%	0.4
O=C(Nc1ncn[nH]1)c1ccc([N+](=O)[O-])cc1[N+](=O)[O-]	7	7%	0%	-7%	0	-6	1.1	-4%	0.2
COc1cc(NC(=O)C2CC(=O)N(CCc3ccc(F)cc3)C2)cc(OC)c1OC (stereo not given)	2	23%	-3%[0.0914 µM]	-11%	-3	-2	-0.2	1%	-0.5
O=C(Cn1cnc2c(oc3ccccc32)c1=O)N1CCN(c2ccccc2)CC1	6	17%	12%	-12%	-17	1	0.0	-5%	-0.5
COc1ccc(N(C(=O)c2cnsn2)C(C(=O)NC2CCCCC2)c2ccncc2)cc1 (stereo not given)	-1	3%	2%	-12%	-7	4	-0.8	9%	3.4
NC(=O)C1C(c2ccccc2)=C1c1ccccc1	3	9%[57.1 µM]	5%[57.1 µM]	-9%	38*	0	-0.2	0%	0.4
COC(=O)c1ccccc1NC(=O)CSc1nc(=O)cc(N)n1-c1ccccc1	-2	-3%	2%	-9%	·	7	-0.2	0%	0.1
Cc1ccccc1CN1CCC(Oc2ccc(C(=O)N3CCCC3)cc2)CC1	5	18%	1%	-21%	-16	1	0.5	-2%	0.1
O=C(O)C1=C[C@@H](c2ccc3c(c2)OCO3)C[C@@H](OCCCCO)O1	-5	0%	11%	-25%	3	-2	-0.6	11%	0.1
CCn1c(O)c(C#N)c(C)cc1=O	-8	17%[57.1 µM]	4%[57.1 µM]	?	11	-3	1.0	25%	0.8
O=C(Cn1c(=O)oc2cc(S(=O)(=O)N3CCCCC3)ccc21)Nc1cccc(Cl)c1	-4	11%	-4%	-5%	·	-13	0.0	-10%	0.5
COc1ccc(CNn2c(-c3ccccc3F)nc3ccccc3c2=O)cc1OC	-1	4%[57.1 µM]	-7%	10%	-6	-1	-0.4	2%	-0.4
C/C(CC(=O)Nc1ccc(C)c(Cl)c1)=N\NC(=O)c1cccc(O)c1	1	-39%	-6%[57.1 µM]	-16%	-14	32*	0.3	6%	-0.3
Cc1ccc(CNc2ccccc2C(=O)O)s1	-2	1%	31%[activator]	-5%	1	3	0.4	2%	0.4

Individual results from the entries so far.
In D2 antag, O=C(O)C1=C[C@@H](c2ccc3c(c2)OCO3)C[C@@H](OCCCCO)O1 reads 3
In PI4K2A block, C/C(CC(=O)Nc1ccc(C)c(Cl)c1)=N\NC(=O)c1cccc(O)c1 reads 1

Assay outcomes from PubChem.
